Compound activity from PubChem BioAssay.
Platelet DG rel = inhibitors of platelet dense granule secretion, primary screen, cell-based, MLPCN, human platelets. human platelet-rich plasma, SFLLRN dense granule ATP release, luminescence. inhibition, %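 (compounds screened at 7.5 µM in platelet-rich plasma)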. hit rate 0.22% among 300,000;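 active = mean replicate score, as percent of positive control, at or above 50; inconclusive = mean below 50 but at least one replicate at or above 50; inactive = mean and every replicate below 50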
aSyn 5UTR inh = MLPCN primary screen, SNCA 5' untranslated region; alpha-synuclein 5'UTR reporter, inhibitor activity; inhibition, % (tested at 7.5 µM); hit rate 0.82% among 300,000; AID 1813, 2009; in the data active = inhibition above about 60%; inconclusive = no clear call, values can overlap the other calls;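 also: H4 neuroglioblastoma cells stably carrying SNCA 5'UTR luciferase fusion; 0% = DMSO wells and 100% = positive control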
HSP90 inh = HSP90 inhibitors, primary screen, cell lysate, luminescence; AID 1789, 2009; inhibition, % at 5.6 µM; Rabbit reticulocyte lysate, luciferase refolding luminescence, 3 h; Heat shock protein HSP 90 (rabbit reticulocyte lysate; luciferase refolding); hit rate 0.91% among 290,000;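 active = inhibition above the screen-wide mean plus 3 SD, computed separately per campaign, cut at about 16% in these data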;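 also: 0% = DMSO wells and 100% = 60 µM geldanamycin wells; inhibitors lower the luminescence because luciferase stays unfolded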
SKKanGAS inh = S. pyogenes SKKanGAS growth inhibitors in kanamycin, primary screen, streptokinase expression inhibitor project, SKKanGAS strain, BacTiter-Glo luminescence. 6 h. inhibition, % at 7.5 µM. hit rate 1.3% among 300,000;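 active = mean replicate score, as percent of positive control median, at least 50; inconclusive = mean below 50 but one replicate at or above 50; inactive = mean and every replicate below 50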;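 also: strain carries kanamycin resistance gene driven by streptokinase promoter and grows in 40 µg/ml kanamycin; loss of luminescence reflects streptokinase promoter inhibition or plain growth inhibition; 0% = median of DMSO wells and 100% = positive control at its reference dose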
KLF5 inh = KLF5 expression inhibitors, primary screen, DLD-1 cells, luminescence. hit rate 0.23% among 290,000. DLD-1 KLF5 promoter-luciferase reporter. inhibition, % at 5 µM;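 active = inhibition above a per-plate limit of that plate's mean compound inhibition plus 3 SD, cut at about 60% in these data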;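 also: 0% = DMSO wells and 100% = LY294002 at 200 µM; higher means less KLF5 promoter-driven luciferase light; inactives centre near -14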
AI-2 QS mod = Vibrio harveyi AI-2 quorum sensing modulators, primary screen, JMH597 strain, luminescence/OD600 ratio. Vibrio harveyi JMH597 AI-2 luminescence/OD600 ratio, 9 h; hits give low values; strain lacks LuxN and CqsS sensors; 0 = neutral-control median. activity change, % at 7.5 µM. hit rate 0.4% among 300,000. AID 2094, 2009; in the data active = activity change below about -75%, passing the limit was not always enough; inconclusive = no clear call, values can overlap the other calls;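 also: luminescence divided by OD600 gain over 9 h not by final OD600 alone; inactives centre near 13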
IEC-6 tox = cytotoxicity in IEC-6 intestinal epithelial cells, primary screen, cytotoxicity control for KLF5 inhibitor project, cell-based, luminescence. AID 1825, 2009. inhibition, % at 5 µM. IEC-6 cytotoxicity, luminescence viability. hit rate 0.78% among 290,000; in the data active = inhibition above about 22%;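 also: 0% = plate median of test compound wells and 100% = cytotoxic reference compound wells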
HIF activator = HIF pathway transcriptional activators, primary screen, cell-based, U2OS HRE-luciferase, luminescence; U2OS HRE-luciferase reporter; normalized: DMSO 0%, desferrioxamine 100%; activation, % at 7.5 µM (by protocol); hit rate 0.32% among 300,000;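 active = mean activation of at least 10% of the iron chelator positive control signal, with at least half of replicates also reaching 10%; inconclusive = mean and replicate majority disagree about reaching 10%; inactive = mean and most replicates under 10%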
HSF1 inhib = HSF1 inhibitors in luciferase reporter cells, primary screen, cell-based, NIH3T3, luminescence | AID 2098, 2009 | NIH3T3-HGL HSE-luciferase, MG132-induced, luminescence 8 h; hits give low values | hit rate 0.77% among 300,000 | activity change, negative = inhibition, % at 7.5 µM (by protocol);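 active = more than half of replicate wells show activity change below -50%, luminescence cut by over half; inconclusive = some wells, but at most half, below -50%; inactive = no replicate well below -50%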;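 also: luciferase reports HSF-1 transcriptional activity via heat shock element; 0% = median of DMSO wells and -100% = zero luminescence signal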
HSF-1 act = HSF-1 activators, primary screen, NIH3T3-HGL cells, MG132 stress, luminescence, single point; activation, % at 9 µM; AID 504408, 2011; NIH3T3-HGL HSF-1 luciferase reporter, 8 h; 100% = twice DMSO control signal; hit rate 1.7% among 300,000;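 active = mean replicate activation of at least 50% with a set share of replicates each reaching 50%; inconclusive = only one of those two conditions met; inactive = mean below 50% and too few replicates reaching it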;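 also: 0% = median of the neutral control wells and 100% = twice that signal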
* marks the source's active call; other numbers are inactive results; ? = inconclusive; · = not tested or not shown. The order is random; about 6% have a hit in one of these screens.

SMILES | Platelet DG rel | aSyn 5UTR inh | HSP90 inh | SKKanGAS inh | KLF5 inh | AI-2 QS mod | IEC-6 tox | HIF activator | HSF1 inhib | HSF-1 act
COc1ccc(CCNC(=O)Cc2ccc(C)cc2)cc1OC | -4 | -1 | 0 | -2 | 8 | 8 | 3 | 0.6 | -5 | -14
Cc1ccc(C(=O)CSc2nnnn2-c2ccccc2)o1 | -1 | -36 | 2 | 13 | -29 | 0 | -3 | 0.6 | 0 | -1
Cc1sc2ncnc(N3CCN(Cc4ccccc4)CC3)c2c1-c1ccccc1 | 3 | 28 | 0 | 7 | -34 | 26 | -5 | -0.1 | -1 | 18
Cc1cc([N+](=O)[O-])ccc1N=Nc1c(N)[nH]n(-c2ccccc2)c1=O | -5 | -16 | 1 | 16 | -22 | 12 | -3 | -0.1 | 3 | 21
COc1ccccc1C1C=C(c2ccccc2)Nc2nnnn21 (stereo unspecified) | 0 | -84 | 0 | -7 | -31 | 25 | 9 | 1.4 | 6 | 8
Cc1cccc(C)c1NC(=S)NC1CCCCC1 | 4 | 17 | 0 | 0 | -8 | 7 | -4 | -1.2 | 4 | -5
CCCN(CCC)C(=O)C1CCN(c2cc(C)nc3c(-c4ccc(OC)c(OC)c4)c(C)nn23)CC1 | 14 | 2 | 0 | 3 | -58 | -1 | 0 | -0.2 | 0 | 6
N#Cc1c(N2CCOCC2)nc(N2CCCCC2)c2c1CCN(C1CCCCC1)C2 | 3 | -6 | 0 | 2 | -31 | 23 | 1 | -0.4 | 5 | -16
Cc1ccc(Cl)cc1N1CCN(C(=O)CN(C2CCCCC2)S(C)(=O)=O)CC1 | -7 | -10 | 0 | 26 | -22 | 20 | 6 | -0.5 | 8 | -4
Cc1cc(=O)[nH]c(SCCCOc2ccccc2Cl)n1 | 7 | 12 | 0 | -3 | -26 | 14 | -6 | 0.0 | 6 | 2
COc1ccccc1C(=O)OC1CCCN(C)C1 (stereo unspecified) | 0 | -10 | 1 | -6 | -25 | 9 | 1 | 0.6 | -8 | 9
CCCCC1=CC2=CC(=O)C(C)(OC(=O)CC)C(=O)C2=CN1c1ccc(OC)cc1 (stereo unspecified) | 2 | -16 | · | 16 | · | 17 | · | 0.1 | -4 | -6
CCC(=O)N1CCc2cc(S(=O)(=O)N(CC)c3cccc(C)c3)ccc21 | -6 | 19 | 62* | 5 | -22 | -1 | 1 | -0.1 | 9 | -1
O=[N+]([O-])c1ccc(NCCN2CCOCC2)c([N+](=O)[O-])c1 | -2 | 22 | -4 | -3 | -26 | 15 | -5 | -1.3 | 1 | 2
O=C(CCS(=O)(=O)c1ccc2c(c1)NC(=O)CO2)NCCc1ccccc1 | 6 | 0 | -4 | -2 | -5 | 14 | -2 | 0.1 | 2 | -3
O=C(CNC(=O)c1ccccc1F)NCCOc1ccccc1Cl | -2 | 21 | -2 | -1 | -2 | 1 | 6 | 0.1 | 2 | -17
CC(C)C1C2=C(CC(C)(C)CC2=O)ON1c1ccccc1 (stereo unspecified) | -4 | 2 | -1 | 1 | -27 | 6 | -4 | -0.1 | -5 | 7
CC(SC1=NCCN1S(=O)(=O)c1ccc(F)cc1)c1ccccc1 (stereo unspecified) | -16 | -9 | 1 | 7 | -16 | 26 | -2 | 0.0 | 2 | 9
CC1CN(C(=O)c2ccc(CNS(=O)(=O)c3cccc(C(F)(F)F)c3)cc2)CC(C)O1 (stereo unspecified) | 1 | -11 | -2 | 7 | -26 | -3 | -3 | -0.1 | -11 | 10
CCOC(=O)N1CCC(=NNc2ncc(C(F)(F)F)cc2Cl)CC1 | -1 | 2 | 2 | -4 | -8 | 31 | -2 | -0.5 | 8 | 41
CCc1ccc(NC(=O)CC2C(=O)NCCN2C(=O)c2ccccc2OC)cc1 (stereo unspecified) | -2 | 0 | -2 | -5 | -20 | 11 | -3 | -0.2 | -4 | 5
O=C(Nc1ccc(C(=O)NC2CCCCC2)cc1)c1cncc(Br)c1 | 0 | -19 | 1 | -1 | -9 | 6 | -7 | -0.2 | -7 | -23
O=C(NNC(=O)c1ccc2c(=O)n3c(nc2c1)CCC3)c1cccc(Cl)c1 | 1 | -14 | · | -2 | · | 23 | · | -1.2 | 0 | 17
CC1CN(c2nc3ccccc3nc2SCC(=O)Nc2ccc(F)cc2)CC(C)O1 (stereo unspecified) | 3 | -7 | -3 | 13 | -4 | 10 | -1 | 0.0 | 11 | 2
Cc1nnc(SC(C(=O)Nc2cc(Cl)cc(Cl)c2)c2ccccc2)[nH]c1=O (stereo unspecified) | -1 | -14 | 2 | ? | -71 | 3 | -1 | -0.2 | 8 | 16
Continuation.
SMILES | Platelet DG rel | aSyn 5UTR inh | HSP90 inh | SKKanGAS inh | KLF5 inh | AI-2 QS mod | IEC-6 tox | HIF activator | HSF1 inhib | HSF-1 act
Cc1onc(-c2ccccc2)c1C(=O)N1CCCC1 | 3 | 8 | 4 | -3 | -42 | 5 | -1 | -0.4 | -6 | -12
CC(C)CCNC(=O)C(c1ccncc1)N(C(=O)Cn1nnc(-c2ccc(F)cc2)n1)c1ccccc1F (stereo unspecified) | 1 | 4 | 9 | · | 4 | 33 | 0 | 0.2 | -7 | 7
CN1C(C(=O)Nc2ccccn2)=C(O)c2sccc2S1(=O)=O | -1 | -11 | -1 | -4 | -14 | 10 | -3 | 0.2 | 3 | 5
COc1ccc(N2C(=O)C(Cl)=C(N3CCOCC3)C2=O)cc1 | -2 | -15 | 4 | 0 | 4 | 13 | -6 | -23 | -3 | 4
COc1ccc(NC(C#N)c2ccccc2OCc2ccccc2)cc1 (stereo unspecified) | -2 | -28 | 2 | 2 | 10 | 8 | 2 | 0.3 | 0 | -8
COc1ccc(C(=O)CC(c2ccccc2)C2CCCCC2=O)cc1 (stereo unspecified) | -5 | 3 | 2 | -25 | -23 | 4 | -3 | 0.0 | 0 | 11
COC(=O)c1cn(CC(=O)Nc2ccccc2C)c2ccccc12 | 3 | 19 | -7 | 6 | -5 | 1 | -5 | 0.3 | -2 | 3
Cc1ccccc1NC(=O)Nc1nnc(Cc2ccc([N+](=O)[O-])cc2)s1 | 11 | 41 | 1 | -5 | -18 | 30 | -2 | -0.2 | 3 | 7
CCOC(=O)C1C(=O)CC(C)(O)C(C(=O)OCC)C1c1ccccc1OC (stereo unspecified) | 5 | 10 | 0 | -4 | 1 | 20 | -1 | -0.6 | 11 | 3
Cc1cccc(NC(=O)CSc2nnnn2C)n1 | -7 | -8 | 0 | -1 | -7 | 10 | -1 | 1.1 | 1 | -1
CC(=O)C1=C(C)NC(=O)NC1/C=C/c1ccccc1 (stereo unspecified) | 8 | 20 | 1 | 6 | 6 | -3 | 5 | -1.2 | -3 | 5
O=C(O)c1cc(-c2c[nH]c3ccccc23)nc2ccc3ccccc3c12 | 5 | -13 | 2 | -10 | -3 | 17 | 8 | 0.4 | -68* | -75
COc1ccc(C(=O)Nc2ccc3c(c2)nc(CCNC(=O)c2ccco2)n3C)cc1 | 1 | -24 | 0 | 2 | -62 | 9 | 6 | 2.1 | 8 | 22
Cc1ccc2c(c1)NC(=O)C(CC(=O)N(C)Cc1ccccc1)O2 (stereo unspecified) | 9 | -3 | 3 | -2 | -27 | 9 | 1 | -0.1 | 8 | 20
C=CCN1C(=O)/C(=C2/Sc3ccc(OC)cc3N2CC)SC1=S | -8 | 2 | 2 | -3 | -10 | 16 | 4 | -22 | -13 | -18
Cc1ccc(NC(=O)c2cc(Cl)nc3ccccc23)cc1 | 1 | -30 | -1 | 2 | -10 | 14 | 4 | 3.2 | 2 | 17
Cc1cccc(Cn2cnc3c(NS(C)(=O)=O)c(C)c(C)cc32)c1 | -5 | 15 | 2 | -7 | -21 | -9 | 1 | 0.3 | 9 | 26
CCN(CC)c1ccc(/C=N/NC(=O)c2ccc3c(c2)OCCO3)cc1 | 0 | -27 | 5 | -4 | -45 | 47 | 6 | -9.2 | -52* | -59
CCCCC(CC)CNC(=O)c1cccs1 (stereo unspecified) | -6 | 5 | 3 | -3 | -25 | 11 | 0 | · | -5 | 3
COc1ccc(N2C(=O)C(C)C(Cc3ccc(C)cc3)C2=O)cc1 (stereo unspecified) | 0 | -10 | 4 | 1 | -21 | 11 | -2 | 1.1 | 1 | -8
CCOc1ccc(OCCOC(=O)CN2C(=O)NC3(CCCC3)C2=O)cc1 | 10 | 1 | · | 4 | · | 7 | · | 0.1 | 7 | 11
O=C(c1ccc(F)cc1)N1CCCC(C(=O)N2CCN(c3ccccc3)CC2)C1 (stereo unspecified) | 0 | -12 | 3 | -3 | -23 | 4 | 0 | 0.1 | 6 | -14
O=C(CCS(=O)(=O)Cc1ccc(Cl)cc1)NCCCN1CCN(c2ccccc2F)CC1 | 6 | -24 | 0 | -2 | -25 | 22 | -1 | 0.1 | 1 | -1
NN1C(=O)/C(=C2/Sc3ccccc3N2CCCS(=O)(=O)O)SC1=S | -1 | -16 | 4 | -3 | -14 | 19 | -8 | 0.4 | -15 | -37
Cc1nc2ccc(S(=O)(=O)N(C)CC(=O)NCCc3ccccc3)cc2s1 | -12 | 4 | -4 | 1 | -1 | 24 | -10 | -0.1 | -4 | -6
Additional structures follow.
SMILES | Platelet DG rel | aSyn 5UTR inh | HSP90 inh | SKKanGAS inh | KLF5 inh | AI-2 QS mod | IEC-6 tox | HIF activator | HSF1 inhib | HSF-1 act
CCOC(=O)c1ccc[n+](CC(=O)Nc2cc(C(F)(F)F)ccc2Cl)c1 | -5 | -9 | 2 | 1 | -23 | 7 | 1 | -0.2 | 4 | -8
Cc1cnc(CN(C)C(=O)c2ccc3oc(Cc4ccccc4)nc3c2)[nH]1 | -7 | -23 | 1 | 15 | -16 | 10 | 8 | 0.4 | -1 | -5
Cc1cnc(CNC(=O)c2ccc3oc(Cc4ccccc4)nc3c2)[nH]1 | -4 | 4 | 0 | 3 | -25 | 17 | 0 | -0.7 | 3 | 0
CCOc1ccc(S(=O)(=O)Nc2cccc(C(=O)NCC3(N4CCCCC4)CCCCC3)c2)cc1 | 5 | -7 | · | -6 | · | 18 | · | -0.5 | -3 | -4
C/C(Cn1cnc([N+](=O)[O-])n1)=N\NC(=O)c1ccc(O)cc1O | -2 | 2 | 1 | 2 | -6 | 38 | 1 | 0.2 | -6 | -1
CC1(OC(=O)C2CCCC2)C(=O)C=C2C=C(c3ccsc3)N(c3ccccc3)C=C2C1=O (stereo unspecified) | 0 | -2 | · | 14 | · | 25 | · | 0.2 | 4 | 3
COC(=O)C[C@H]1c2cc(F)ccc2S(=O)(=O)N1Cc1ccccc1OC | -3 | 26 | · | 0 | · | -1 | · | -0.4 | -7 | 8
COc1cc(CCCN2CCNC[C@H]2Cc2ccc(O)cc2)cc(OC)c1OC | -1 | 16 | · | 2 | · | 28 | · | 1.2 | -2 | -1
